ABCB6 inh MLPCN – inhibitors of human ABC transporter ABCB6 | Q9NP58 | K562-ABCB6 porphyrin accumulation, flow cytometry, 1 h; hits give low values | fluorescence ratio to DMSO, % at 10 µM | hit rate 0.19% among 360,000 | AID 602162;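 active means fluorescence ratio to DMSO below 75%, the collection mean minus 3 SD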;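 further: signal is porphyrin accumulated inside mitochondria; 100% equals median channel fluorescence of DMSO control wells; lower ratio means ABCB6 inhibition with less porphyrin fluorescence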
Target sequence (Q9NP58 whole entry, looked up): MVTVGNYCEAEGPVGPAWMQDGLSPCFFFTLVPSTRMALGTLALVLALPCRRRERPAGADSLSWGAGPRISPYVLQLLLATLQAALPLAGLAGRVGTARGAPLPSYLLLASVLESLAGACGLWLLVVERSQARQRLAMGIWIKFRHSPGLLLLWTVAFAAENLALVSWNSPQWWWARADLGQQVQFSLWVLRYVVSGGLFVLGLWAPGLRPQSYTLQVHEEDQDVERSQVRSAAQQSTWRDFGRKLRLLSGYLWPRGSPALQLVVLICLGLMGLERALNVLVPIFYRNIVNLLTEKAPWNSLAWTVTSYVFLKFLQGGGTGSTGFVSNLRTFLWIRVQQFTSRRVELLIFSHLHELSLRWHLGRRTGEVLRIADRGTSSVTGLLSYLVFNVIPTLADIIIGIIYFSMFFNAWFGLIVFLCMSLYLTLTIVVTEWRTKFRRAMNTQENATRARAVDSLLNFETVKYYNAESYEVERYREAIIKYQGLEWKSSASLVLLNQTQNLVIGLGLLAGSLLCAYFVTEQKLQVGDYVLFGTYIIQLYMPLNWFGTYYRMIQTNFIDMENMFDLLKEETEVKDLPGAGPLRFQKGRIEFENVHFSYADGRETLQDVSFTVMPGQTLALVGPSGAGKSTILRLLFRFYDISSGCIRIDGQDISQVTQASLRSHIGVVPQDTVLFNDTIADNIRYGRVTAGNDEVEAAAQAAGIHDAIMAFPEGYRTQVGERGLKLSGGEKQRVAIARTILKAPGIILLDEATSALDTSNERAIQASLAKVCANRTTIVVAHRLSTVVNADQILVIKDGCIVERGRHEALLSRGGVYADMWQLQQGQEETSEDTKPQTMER
iPSC survival up – increases survival of single human iPS cells; hiPSC single-cell survival, ATPlite luminescence; 100% = ROCK inhibitor wells, 0% = DMSO; survival enhancement, % at 20 µM; hit rate 0.044% among 360,000; AID 602274; in the data active means survival enhancement above about 18%;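 further: cells exposed to compounds for 16 hours before the ATP read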
ABHD5-PLIN5 inh – inhibitors of human ABHD5-perilipin-5 interaction | Q00G26+Q8WTS1 | Split G. princeps luciferase complementation, luminescence, 4 h | inhibition, % at 4 µM | hit rate 0.78% among 360,000 | AID 602281;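 active means inhibition above the mean inhibition across every tested compound plus 3 SD, cut at about 22% in these data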;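 further: 0% = DMSO only wells and the 100% control is not disclosed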
MC4R ag barr – activates human MC4R beta-arrestin recruitment. hit rate 0.98% among 360,000. P32245. AID 540308. U2OS MC4R beta-arrestin complementation, luminescence; percent of melanotan II response, DMSO zero. activation, % at 8.9 µM;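 active means activation above a per-plate cutoff, the mean activation of sample wells on that plate plus 3 SD, cut at about 8% in these data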
MC4R antagonist – antagonists of human melanocortin 4 receptor (MC4R) | hit rate 0.48% among 360,000 | AID 540295 | P32245 | inhibition, % at 6.5 µM | MC4R-expressing cells, MTII-stimulated cAMP, LANCE TR-FRET;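 active means inhibition above its plate's cutoff, the mean of tested wells on that plate plus 3 SD, cut at about 29% in these data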;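 further: 0% = Melanotan II alone and 100% = Melanotan II plus saturating MCL0020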
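Assay system: human MC4R-expressing U2OS cells; reagent: Melanotan II stimulation of cells; dosing: 6.5 µM single dose; timing: compound 30 min, challenge 1 h, detection 1 h; signal: TR-FRET cAMP assay; replicates: one well per compound, no replicates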
N-glyco inh – N-linked glycosylation inhibition; hit rate 0.23% among 360,000; AID 588692; D54 ERlucT glycosylation luciferase reporter, 24 h; percent of 100 nM tunicamycin response; reporter increase, % at 12.5 µM;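 active means mean luciferase reporter signal, scaled so untreated is 0 and the glycosylation-blocking control 100, at or above a set limit in every replicate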;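 further: luciferase carries N-glycosylation sites so blocking glycosylation raises the light; 0% = median of neutral control wells and 100% = median of 100 nM tunicamycin wells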
H9c2 protect – modulators protecting cardiomyocytes from myocardial damage; H9c2 cardiomyocytes, H2O2 injury protection, ATPLite, 2 h; protection from H2O2 cell death, % at 20 µM; hit rate 0.63% among 360,000; AID 588492;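 active means compounds giving at least 50% protection of heart cells from peroxide-induced death in the single-dose screen, raw or plate-pattern-corrected value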;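 further: 0% = DMSO wells with peroxide and 100% = DMSO wells without peroxide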
Granule exo inh – lytic granule exocytosis inhibition | TALL-104 LAMP-1 surface exposure, flow cytometry; cells stimulated with thapsigargin and PMA | inhibition, % at 10 µM | hit rate 0.66% among 360,000 | AID 651702;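 active means inhibition above about 55%, limit read from the data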
HTR2A ag – mouse HTR2A agonism via beta-arrestin recruitment | CHO-K1 mHTR2A beta-arrestin complementation, luminescence; percent of 30 µM serotonin response | activation, % at 7.6 µM | hit rate 0.66% among 360,000 | P35363 | AID 624169;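 active means activation above a run cutoff, the mean activation of all tested compounds plus 3 SD, cut at about 14% in these data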;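 further: 0% = plate median of compound wells and 100% = 30 µM serotonin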
aDG glyco act – alpha-DG glycosylation activation | Pro5-aDG cells, alpha-DG glycosylation AlphaScreen (IIH6); 0% Pro5, 100% B10-LARGE cell signal | activation, % at 10 µM | hit rate 0.22% among 360,000;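 active means activation of at least 8% versus controls, or a plate z-score of at least 8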;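 further: Pro5 are CHO cells carrying HIG-tagged alpha-DG that lacks glycosylation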
Active calls of the source: *.

SMILES	ABCB6 inh MLPCN	iPSC survival up	ABHD5-PLIN5 inh	MC4R ag barr	MC4R antagonist	N-glyco inh	H9c2 protect	Granule exo inh	HTR2A ag	aDG glyco act
Cc1ccc(NS(=O)(=O)c2cc(C(=O)N(C)C)ccc2C)cc1C	99	-0.5	-1	1.4	-2	2	5	-7	0	-0.2
O=C(Cn1cc2c(n1)CCCC2)NCc1cccnc1	102	1.0	-1	-2.3	5	8	-9	-1	-1	-0.1
CCCNC(=S)N1CCN(C(c2ccccc2)c2ccccc2)CC1	100	0.4	-5	-2.4	19	-2	-2	-4	-4	0.4
CC1CCN(S(=O)(=O)N2CCCC(C(=O)NCc3ccc(F)cc3)C2)CC1 (stereo not drawn)	97	-0.4	4	-1.6	-2	0	0	-3	0	-0.2
O=C(NCCc1ccc(F)cc1)c1coc(=O)c(Br)c1	100	0.4	2	-1.4	-8	18	0	42	-4	-0.2
COc1ccc(NC(=O)C2CCCN(S(=O)(=O)c3cccc4cccnc34)C2)c(OC)c1 (stereo not drawn)	98	-1.9	5	-0.2	14	1	15	-1	-5	0.0
Cc1ccc(NS(=O)(=O)c2ccc(Br)s2)nc1	98	-1.8	-13	-1.6	-3	3	3	0	-1	-0.2
CCCCCCCCOC(=O)C[N+](C)(C)C/C=C(/C)Cl	97	5.2	3	-0.9	-2	-2	-5	-3	-3	0.0
O=C(N/N=C/c1cc([N+](=O)[O-])ccc1O)C(O)(c1ccccc1)c1ccccc1	95	-0.8	3	-1.8	0	2	61*	0	-22	-0.3
COc1ccc(NC(=O)COC(=O)c2cc(OC)c(OC)cc2NC(=O)c2ccco2)cc1OC	97	-0.4	-12	-2.0	-2	-4	20	3	-1	-0.1
CNc1nc(Sc2cccc(C(F)(F)F)c2)cc(C(F)(F)F)n1	97	-1.7	-8	3.3	-10	-2	-2	-5	-3	0.0
O=C(Nc1ccc2oc(=O)ccc2c1)c1ccc(-c2cccc(Cl)c2)o1	101	0.5	4	20*	21	-6	2	3	-1	-0.2
O=C(NCCc1ccccc1)C1CC(=O)N(CCc2ccccc2)C1 (stereo not drawn)	95	-0.6	-1	-0.7	-3	2	-1	-1	8	-0.1
CCn1c(/C(C#N)=C(\O)CCc2ccccc2)nc2ccccc21	97	2.6	2	-1.2	7	3	0	2	1	0.4
Cc1ccc(NC(=S)N(CCN(C)C)Cc2cccs2)cc1C	95	0.3	1	-0.1	5	-9	-3	0	-9	-0.1
Cc1cc(C)n2nc(C(=O)Nc3ccc(S(=O)(=O)N4CCCCC4)cc3)nc2n1	79	-0.5	3	-1.6	2	1	16	1	3	-0.3
Cc1cccc(NC(=O)Oc2ccc(Cl)c3cccnc23)c1	96	0.3	-5	-4.2	8	6	15	9	-5	-0.1
COc1ccc(C(=O)NCc2ncccc2C)cc1OC1CCN(C(C)=O)CC1	97	-0.3	-3	-2.6	4	0	-1	-4	4	-0.1
Cc1cc(OCc2cc(C(=O)N(C)CCCN3CCOCC3)no2)cc(C)c1Cl	97	-0.6	9	-1.6	-2	0	1	1	-3	0.2
COc1ccc(C)cc1S(=O)(=O)N(C)CC(=O)N1CCCCCC1	102	-4.0	-1	-1.5	10	2	6	0	-2	-0.1

Structures listed above printed as active in MC4R ag barr.
Compound	ABCB6 inh MLPCN	ABHD5-PLIN5 inh	MC4R ag barr	MC4R antagonist	N-glyco inh	Granule exo inh	HTR2A ag	aDG glyco act
O=C(Nc1ccc2oc(=O)ccc2c1)c1ccc(-c2cccc(Cl)c2)o1	101	4	20*	21	-6	3	-1	-0.2

Further structures:
SMILES	ABCB6 inh MLPCN	iPSC survival up	ABHD5-PLIN5 inh	MC4R ag barr	MC4R antagonist	N-glyco inh	H9c2 protect	Granule exo inh	HTR2A ag	aDG glyco act
CCC(CC)c1nnc(NC(=O)c2cccc(S(=O)(=O)N3CCOCC3)c2)s1	100	1.7	0	-1.5	-2	0	1	-5	1	0.1
Cc1nc2c(cc1NC(=O)c1ccccc1)nc(C)n2Cc1ccccc1	97	-0.8	0	-1.8	-2	4	-1	2	2	0.0
O=C(C(Cc1ccccc1)N1C(=O)C2C3C=CC(C3)C2C1=O)N1CCCCC1 (stereo not drawn)	119	-0.6	-3	-1.5	6	1	-2	6	-2	0.1
C=CCNC(=O)NC(=O)COC(=O)C(C)Oc1ccc(Cl)cc1Cl (stereo not drawn)	104	3.6	-5	-1.2	22	0	0	1	-2	-0.2
COc1cccc(Nc2nc(CN3CCOCC3)nc3sc4c(c23)CCCC4)c1	95	-0.5	7	-1.8	12	0	3	3	-5	0.4
CCCCNC(=O)c1ccc2nc(CC)c(N(CCC(C)C)CCN(C)C)n2c1	97	-3.0	3	-0.6	12	-3	3	0	2	-0.1
C=CCn1c(CCc2ccc(OC(C)C)cc2)n[nH]c1=S	93	-3.2	-10	-0.7	11	1	-4	0	-3	0.7
CCOC(=O)C1=C(CCc2ccccc2)NC(=O)NC1c1cccc([N+](=O)[O-])c1 (stereo not drawn)	95	0.6	-4	3.5	8	-2	-2	94*	-2	-0.2
COc1ccc(N2C(=O)NC(NC(=O)c3cccnc3)(C(F)(F)F)C2=O)cc1 (stereo not drawn)	94	-0.3	-3	-1.7	6	-1	2	0	1	-0.1
Cc1ccc(NC(=O)CNC(=O)c2cccs2)nc1	97	1.3	-1	-1.4	5	1	12	0	-2	-0.1

4 records picked at random from the list so far:
SMILES	ABCB6 inh MLPCN	iPSC survival up	ABHD5-PLIN5 inh	MC4R ag barr	MC4R antagonist	N-glyco inh	H9c2 protect	Granule exo inh	HTR2A ag	aDG glyco act
COc1cccc(Nc2nc(CN3CCOCC3)nc3sc4c(c23)CCCC4)c1	95	-0.5	7	-1.8	12	0	3	3	-5	0.4
CCOC(=O)C1=C(CCc2ccccc2)NC(=O)NC1c1cccc([N+](=O)[O-])c1 (stereo not drawn)	95	0.6	-4	3.5	8	-2	-2	94*	-2	-0.2
Cc1nc2c(cc1NC(=O)c1ccccc1)nc(C)n2Cc1ccccc1	97	-0.8	0	-1.8	-2	4	-1	2	2	0.0
Cc1ccc(NC(=O)CNC(=O)c2cccs2)nc1	97	1.3	-1	-1.4	5	1	12	0	-2	-0.1

Remaining list, next part.
SMILES	ABCB6 inh MLPCN	iPSC survival up	ABHD5-PLIN5 inh	MC4R ag barr	MC4R antagonist	N-glyco inh	H9c2 protect	Granule exo inh	HTR2A ag	aDG glyco act
Cc1cc(-c2nnc(SCC(=O)Nc3ccc(F)cc3)n2N)n[nH]1	108	0.1	0	-1.8	18	0	6	-4	1	0.0
Cc1ccc(NC(=O)CS(=O)CC(=O)NCC2OCCc3ccccc32)c(C)c1 (stereo not drawn)	98	-0.3	0	0.1	0	2	-5	-5	3	4.0
CNC(=S)NNC(=O)Cc1ccc(O)cc1	95	3.1	9	0.7	-8	3	6	-1	0	-0.2
O=C(O)C1CCCCC1C(=O)Nc1cc(C(F)(F)F)ccc1Cl (stereo not drawn)	99	0.9	2	-1.2	-2	1	5	-1	2	0.1
COC(=O)C1=C(C)Nc2[nH]c(=S)[nH]c(=O)c2C1c1ccc(OC)cc1 (stereo not drawn)	97	-0.9	-5	-0.5	1	-1	0	3	3	-0.1
CC1Cc2ccccc2N1CC(=O)Nc1ccc(S(=O)(=O)N(C)C)cc1 (stereo not drawn)	98	0.2	2	-0.1	2	-1	-1	-2	-1	-0.2
CCN(C(=O)CSc1nnc(-c2ccco2)n1C)c1c(N)n(Cc2ccccc2)c(=O)[nH]c1=O	101	-0.3	-1	-0.7	9	2	4	6	3	0.1
CCn1ncc(-c2csc(N)n2)c1C	102	-0.5	-2	-0.2	10	-1	1	-1	-7	0.0
COc1ccc(CNC(=O)c2cc(C3CC3)on2)cc1	97	-0.2	-10	-0.6	16	-1	-6	-1	2	-0.3
O=C(O)CSc1nnc(-c2ccncc2)n1C1CCCCC1	87	2.8	2	-1.5	-1	0	1	-1	4	0.1

In another format: results already given.
Cc1ccc(NS(=O)(=O)c2ccc(Br)s2)nc1
- ABCB6 inh MLPCN: 98
- iPSC survival up: -1.8
- ABHD5-PLIN5 inh: -13
- MC4R ag barr: -1.6
- MC4R antagonist: -3
- N-glyco inh: 3
- H9c2 protect: 3
- Granule exo inh: 0
- HTR2A ag: -1
- aDG glyco act: -0.2

CCCCCCCCOC(=O)C[N+](C)(C)C/C=C(/C)Cl
- ABCB6 inh MLPCN: 97
- iPSC survival up: 5.2
- ABHD5-PLIN5 inh: 3
- MC4R ag barr: -0.9
- MC4R antagonist: -2
- N-glyco inh: -2
- H9c2 protect: -5
- Granule exo inh: -3
- HTR2A ag: -3
- aDG glyco act: 0.0

Next part.
SMILES	ABCB6 inh MLPCN	iPSC survival up	ABHD5-PLIN5 inh	MC4R ag barr	MC4R antagonist	N-glyco inh	H9c2 protect	Granule exo inh	HTR2A ag	aDG glyco act
CC(C)NC(=O)C1c2ccccc2Oc2ccccc21	97	-0.4	-7	-0.7	-1	1	8	-14	1	-0.1
CC(OC(=O)C1CC(O)CN1S(=O)(=O)c1ccccc1[N+](=O)[O-])C(=O)N1CCCCC1 (stereo not drawn)	108	2.5	2	-0.5	-1	2	-5	-14	-2	1.5
O=S(=O)(NC1=NCCCCC1)c1cc(F)ccc1F	94	5.8	-4	-2.1	-2	1	-3	-1	22*	-0.1
CCOC(=O)C(N)CSC1CC(=O)N(CCc2ccccc2)C1=O (stereo not drawn)	104	-0.3	-1	0.1	-2	-1	0	47	6	-0.1
COc1ccc(-n2nc3cc(C)c(NC(=S)NC(=O)c4ccccc4C)cc3n2)cc1	95	-0.4	2	-3.0	1	1	-6	0	1	0.0
O=c1c2ccc(Cl)cc2nc(-c2ccc([N+](=O)[O-])cc2)n1O	101	1.6	-12	-1.1	2	4	4	6	1	0.4
CC(=Nc1ccccc1)C1=C(O)CCCC1=O	105	0.4	-6	0.3	-4	0	-5	1	4	0.0
COCCn1c(SCC(=O)c2c[nH]c3ccccc23)nnc1-c1ccncc1	102	3.8	5	0.7	7	2	-2	4	2	0.1

Screens deposited in PubChem BioAssay by several laboratories.
